Assay outcomes (PubChem)
LYPLA2 inh – LYPLA2 (human) inhibition in PME1 counter-screen; recombinant LYPLA2, FP-Rh probe fluorescence polarization; O95372; inhibition, % at 5.9 µM; hit rate 0.38% among 320,000;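 active = inhibition above the screen-wide mean plus 3 SD, limit set per campaign, cut at about 26% in these data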;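 note: 0% = LYPLA2 with DMSO and 100% = wells lacking LYPLA2 enzyme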
Target sequence (O95372 whole entry, looked up): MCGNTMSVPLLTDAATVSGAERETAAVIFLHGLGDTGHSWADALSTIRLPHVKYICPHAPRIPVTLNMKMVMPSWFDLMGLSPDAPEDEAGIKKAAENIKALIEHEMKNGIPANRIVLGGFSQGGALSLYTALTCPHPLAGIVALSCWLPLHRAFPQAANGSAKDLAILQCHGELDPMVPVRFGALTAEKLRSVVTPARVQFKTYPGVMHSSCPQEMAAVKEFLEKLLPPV
LYPLA1 counter – blocks human lysophospholipase 1, a PME1 counter-screen | recombinant LYPLA1, FP-Rh probe fluorescence polarization | inhibition, % at 5.9 µM | AID 2174 | O75608 | hit rate 0.16% among 320,000;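 active = inhibition above the mean of all tested compounds plus 3 SD, set per campaign, cut at about 14% in these data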;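 note: inhibitors block serine hydrolase probe labeling of LYPLA1 so polarization falls; 0% = enzyme with DMSO and 100% = wells lacking LYPLA1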
Target sequence (O75608 whole entry, looked up): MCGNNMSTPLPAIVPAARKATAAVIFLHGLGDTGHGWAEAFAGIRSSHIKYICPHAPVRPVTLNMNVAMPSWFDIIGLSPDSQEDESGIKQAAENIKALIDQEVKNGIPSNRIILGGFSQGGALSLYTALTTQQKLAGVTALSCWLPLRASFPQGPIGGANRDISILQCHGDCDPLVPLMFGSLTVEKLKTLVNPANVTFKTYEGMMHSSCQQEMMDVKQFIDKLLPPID
GSTO1 counter – GSTO1 inhibition, counter-screen for RBBP9 inhibitors; recombinant GSTO1, activity-based probe fluorescence polarization; inhibition, % at 5.96 µM; P78417; hit rate 1.1% among 300,000;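 active = inhibition above the campaign mean inhibition plus 3 SD, cut at about 35% in these data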;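 note: 0% = GSTO1-1 with DMSO and 100% = wells lacking GSTO1-1 enzyme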
Target sequence (P78417 whole entry, looked up): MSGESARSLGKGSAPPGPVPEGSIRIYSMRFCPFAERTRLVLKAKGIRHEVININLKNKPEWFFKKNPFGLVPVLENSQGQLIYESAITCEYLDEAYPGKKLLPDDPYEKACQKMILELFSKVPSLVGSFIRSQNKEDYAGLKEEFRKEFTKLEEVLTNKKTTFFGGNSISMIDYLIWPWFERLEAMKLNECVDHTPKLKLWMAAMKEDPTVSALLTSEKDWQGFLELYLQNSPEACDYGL
EBNA-1 inhibitor – blocks EBNA-1 binding to DNA. EBNA-1 DNA binding, fluorescence polarization. inhibition, % at 14.8 µM. hit rate 0.34% among 300,000; in the data active = inhibition above about 28%
PAFAH1B3 FP inh – blocks human PAF acetylhydrolase 1B catalytic subunit 3; Q15102; inhibition, % at 3.39 µM; hit rate 0.28% among 340,000; AID 492972; recombinant PAFAH1B3, FP-rhodamine probe, fluorescence polarization;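 active = inhibition above the screen-wide average of all tested compounds plus 3 SD, cut at about 25% in these data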;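 note: 0% = enzyme with DMSO only and 100% = wells lacking PAFAH1B3 protein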
ZTA counter – counter-screen for EBNA-1 inhibitors: inhibitors of Epstein-Barr virus ZTA; AID 2234; inhibition, % at 11 µM; hit rate 0.15% among 320,000; P03206; ZTA-DNA binding, fluorescence polarization; in the data active = inhibition above about 33%
Target sequence (P03206 whole entry, looked up): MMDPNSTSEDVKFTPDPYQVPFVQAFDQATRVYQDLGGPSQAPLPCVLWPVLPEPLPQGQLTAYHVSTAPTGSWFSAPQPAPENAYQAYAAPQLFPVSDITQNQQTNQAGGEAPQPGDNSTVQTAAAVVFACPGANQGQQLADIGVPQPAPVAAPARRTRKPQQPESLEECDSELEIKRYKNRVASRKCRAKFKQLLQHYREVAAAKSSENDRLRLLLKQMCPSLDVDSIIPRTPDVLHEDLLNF
PREPL inh – human PREPL enzyme inhibition; inhibition, % at 5.96 µM; recombinant PREPL, fluorescence polarization activity-based probe; hit rate 0.68% among 320,000; Q4J6C6; in the data active = inhibition above about 43%;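 note: 0% = enzyme with DMSO and 100% = wells lacking enzyme; many of its hits are not listed in these tables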
PAD4 inh – blocks human protein arginine deiminase 4; recombinant PAD4, RCA probe fluorescence polarization; inhibition, % at 6.36 µM; Q9UM07; hit rate 0.41% among 330,000;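 active = percent inhibition above a cutoff equal to the mean of all tested compounds plus 3 SD, cut at about 15% in these data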;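 note: 0% = PAD4 with RCA probe and DMSO and 100% = probe without PAD4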
PAFAH2 FP inh – inhibitors of human PAFAH2. Q99487. recombinant PAFAH2, FP-rhodamine activity probe, fluorescence polarization. inhibition, % at 3.39 µM. hit rate 0.99% among 340,000;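 active = inhibition above the mean over all tested compounds plus 3 SD, cut at about 30% in these data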;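 note: inhibitors block probe labeling of enzyme so polarization drops; 0% = enzyme with DMSO and 100% = wells lacking PAFAH2 protein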
* marks the source's active call; other numbers are inactive results; · = not tested or not shown. An excerpt; rates above refer to the full screens.

Codes: A = LYPLA2 inh; B = LYPLA1 counter; C = GSTO1 counter; D = EBNA-1 inhibitor; E = PAFAH1B3 FP inh; F = ZTA counter; G = PREPL inh; H = PAD4 inh; I = PAFAH2 FP inh
> CCC1CCCCN1CCCNC(=O)CS(=O)Cc1nc(-c2ccc(OC)c(OC)c2)oc1C (stereo unspecified)
  A = 1	B = -1	C = -1	D = -3	E = 6	F = -20	G = 9	H = 1	I = 2

> Cc1ccc(N(C(=O)c2csnn2)C(C(=O)NC(C)(C)C)c2ccccn2)cc1 (stereo unspecified)
  A = -4	B = 0	C = 11	D = 1	E = 4	F = 13	G = 18	H = -10	I = 4

> COCCNC(=S)NN=C1CCC(c2ccccc2)CC1 (stereo unspecified)
  A = -3	B = 0	C = 9	D = 5	E = -1	F = 9	G = -1	H = -4	I = 1

> Cc1ccc(NC(=O)CN2C(=O)NC(C)(c3ccc(Cl)cc3)C2=O)c(Br)c1 (stereo unspecified)
  A = -11	B = -8	C = 2	D = -1	E = 6	F = -15	G = -21	H = -2	I = 1

> Cc1c(C(=O)Nc2ccc(S(=O)(=O)Nc3ncccn3)cc2)oc2ccccc12
  A = 2	B = -6	C = ·	D = ·	E = 10	F = -6	G = -3	H = -2	I = -1

> CCCc1c(C(=O)Nc2ccc(F)cc2F)cnn1-c1ccccc1
  A = -2	B = -4	C = 0	D = 0	E = 3	F = 1	G = 5	H = -4	I = -2

> Cc1ccc2c(c1)c1c3n2CCN(CC(N)=O)C3CCC1 (stereo unspecified)
  A = 2	B = 1	C = 4	D = -3	E = 12	F = 2	G = 27	H = 2	I = -5

> Cc1ccc(-n2nc3c(=O)n(CC(=O)NCCc4ccc(Cl)cc4)nc(C)c3c2C)cc1
  A = 11	B = 6	C = 1	D = -4	E = -4	F = -44	G = 6	H = 1	I = 6

> O=C(O)c1ccc(C(=O)c2ccc3c(c2)C(=O)N(Cc2ccco2)C3=O)cc1
  A = 5	B = 3	C = 5	D = -9	E = 12	F = 14	G = 4	H = -5	I = -6

> COc1ccccc1OCCCCNCCO
  A = -3	B = 1	C = 0	D = -12	E = 10	F = -16	G = -6	H = -8	I = -2

> O=C(CCC1CCCN(C(=O)c2ccccc2Cl)C1)N1CCN(c2ccccn2)CC1 (stereo unspecified)
  A = 18	B = 4	C = 5	D = 6	E = 4	F = -18	G = 14	H = 1	I = 2

> CCOc1cccc(-c2c(C(=O)N/N=C/c3c(F)cccc3Cl)nnn2-c2nonc2N)c1
  A = -2	B = -7	C = -9	D = -7	E = 0	F = -1	G = 3	H = -5	I = -2

> C=CCn1c(SC(CCO)C(=O)NCc2ccco2)nc2sc3c(c2c1=O)CCC3 (stereo unspecified)
  A = 8	B = -3	C = 2	D = 15	E = 3	F = -3	G = 4	H = 1	I = 5

> CC1CCCC(C)N1S(=O)(=O)c1ccc(Cl)cc1 (stereo unspecified)
  A = 0	B = 0	C = 3	D = -8	E = 2	F = -14	G = -1	H = 0	I = -4

> Cc1c(C(=O)NCc2ccc3c(c2)OCO3)sc2nc(-c3ccc(F)cc3)cn12
  A = -4	B = -3	C = 3	D = 37*	E = 0	F = -5	G = -5	H = -2	I = 1

> Cc1ccc(SCc2ccc(C(=O)Nc3cccc([N+](=O)[O-])c3C)cc2)cc1
  A = -6	B = -3	C = -5	D = -7	E = -12	F = -7	G = 20	H = -1	I = -5

> CSCC(=O)N1CCC(Oc2cccc(C(=O)NCc3ccccn3)c2)CC1
  A = 1	B = -1	C = 7	D = 3	E = 4	F = -2	G = 6	H = 0	I = -3

> CCC(=O)N1N=C(c2c(-c3ccccc3)c3cc(Cl)ccc3[nH]c2=O)CC1c1ccco1 (stereo unspecified)
  A = -6	B = -3	C = 1	D = 0	E = -4	F = 6	G = -1	H = 0	I = 9

> O=C(Nc1cccnc1)c1cc(S(=O)(=O)N2CCCCC2)c(Cl)cc1Cl
  A = 1	B = -2	C = 24	D = -1	E = 0	F = 7	G = 0	H = -4	I = 1

> CCC(C)N(CCNC(=O)CC1Oc2ccccc2NC1=O)C1CCCCC1 (stereo unspecified)
  A = -6	B = 1	C = -2	D = 2	E = 16	F = 9	G = 1	H = 2	I = -7

Entries above with an aryl thioether with sulfur outside any ring (two):
Codes: A = LYPLA2 inh; B = LYPLA1 counter; C = GSTO1 counter; D = EBNA-1 inhibitor; E = PAFAH1B3 FP inh; F = ZTA counter; G = PREPL inh; H = PAD4 inh; I = PAFAH2 FP inh
> C=CCn1c(SC(CCO)C(=O)NCc2ccco2)nc2sc3c(c2c1=O)CCC3 (stereo unspecified)
  A = 8	B = -3	C = 2	D = 15	E = 3	F = -3	G = 4	H = 1	I = 5

> Cc1ccc(SCc2ccc(C(=O)Nc3cccc([N+](=O)[O-])c3C)cc2)cc1
  A = -6	B = -3	C = -5	D = -7	E = -12	F = -7	G = 20	H = -1	I = -5

Additional records follow:
Codes: A = LYPLA2 inh; B = LYPLA1 counter; C = GSTO1 counter; D = EBNA-1 inhibitor; E = PAFAH1B3 FP inh; F = ZTA counter; G = PREPL inh; H = PAD4 inh; I = PAFAH2 FP inh
> COc1ccc(C(=O)N(C(C)C)C(C)C)c(OC)c1
  A = 2	B = -1	C = 2	D = 5	E = 0	F = -5	G = -4	H = 4	I = -4

> CC(C)(CNC(=O)c1cccc(NS(=O)(=O)c2ccc(Br)cc2)c1)N1CCOCC1
  A = 3	B = -4	C = 0	D = 3	E = 6	F = -7	G = -41	H = -3	I = 2

> CC1CCc2c(sc3nn[nH]c(=O)c23)C1 (stereo unspecified)
  A = 7	B = 4	C = 0	D = 5	E = 2	F = 10	G = -10	H = 0	I = 3

> COc1ccc(NC(=O)C2CCN(S(=O)(=O)c3ccc(C)cc3)CC2)cc1OC
  A = 4	B = 4	C = 3	D = 10	E = -3	F = -2	G = 7	H = 1	I = 4

> O=C(O)c1cc(-c2ccc(N3CCOCC3)cc2)nn1-c1ccc(F)cc1F
  A = -9	B = -4	C = 9	D = -6	E = 4	F = 0	G = 12	H = -5	I = -7

> O=C(CSc1nc2ccccc2o1)NCc1ccc2c(c1)OCO2
  A = 0	B = 0	C = 3	D = 4	E = 3	F = 7	G = -60	H = -5	I = -3

> Cc1ccc(CC2C(=O)N(c3nc(C)cc(C)n3)C(=O)C2C)cc1 (stereo unspecified)
  A = -3	B = -3	C = 7	D = 8	E = 3	F = 7	G = -6	H = -2	I = 7

> O=C(/C=N/O)Nc1ccc2sc3ccccc3c2c1
  A = 4	B = -1	C = -19	D = 3	E = 62*	F = -10	G = 35	H = -1	I = 47*

> CSc1nc2ccc(Nc3nc(N4CCOCC4)nc(N4CCOCC4)n3)cc2s1
  A = 2	B = 2	C = 0	D = -1	E = 8	F = -19	G = 6	H = 1	I = 1

> Cc1ccc(S(=O)(=O)N(C)C)cc1NC(=O)COC(=O)CCCOc1ccccc1
  A = 6	B = -3	C = -5	D = 72*	E = 6	F = -8	G = -4	H = -3	I = 2

Another view of two compounds above.
> O=C(CSc1nc2ccccc2o1)NCc1ccc2c(c1)OCO2
  LYPLA2 inh = 0
  LYPLA1 counter = 0
  GSTO1 counter = 3
  EBNA-1 inhibitor = 4
  PAFAH1B3 FP inh = 3
  ZTA counter = 7
  PREPL inh = -60
  PAD4 inh = -5
  PAFAH2 FP inh = -3
> Cc1ccc(CC2C(=O)N(c3nc(C)cc(C)n3)C(=O)C2C)cc1 (stereo unspecified)
  LYPLA2 inh = -3
  LYPLA1 counter = -3
  GSTO1 counter = 7
  EBNA-1 inhibitor = 8
  PAFAH1B3 FP inh = 3
  ZTA counter = 7
  PREPL inh = -6
  PAD4 inh = -2
  PAFAH2 FP inh = 7

Continuation:
Codes: A = LYPLA2 inh; B = LYPLA1 counter; C = GSTO1 counter; D = EBNA-1 inhibitor; E = PAFAH1B3 FP inh; F = ZTA counter; G = PREPL inh; H = PAD4 inh; I = PAFAH2 FP inh
> Cn1c(SCC(=O)C(C)(C)C)nnc1-c1ccccn1
  A = 4	B = 1	C = -1	D = 9	E = 0	F = 8	G = 11	H = 0	I = 3

> O=C(CNC(=O)c1ccc(Cl)cc1Cl)OCC(=O)N1CCCC1
  A = 6	B = 3	C = ·	D = ·	E = 5	F = -14	G = 5	H = 3	I = 2

> CCSc1nnc(NC(=O)c2ccc3c(c2)OCO3)s1
  A = -1	B = -1	C = -8	D = 8	E = 5	F = 6	G = 5	H = -4	I = 8

> Cc1cccc(Nc2nc(NCc3ccco3)nc(N3CCOCC3)n2)c1
  A = -13	B = 0	C = 1	D = 7	E = -3	F = 5	G = -5	H = -2	I = 4

> Cc1ccc(C)c(NC(=O)COC(=O)c2ccc(S(=O)(=O)N3CCCCC3)cc2)c1
  A = -10	B = -2	C = ·	D = ·	E = 5	F = 5	G = 14	H = -1	I = 2

> CCOC(=O)N1CCN(Cc2nc(N)nc(Nc3ccc(Cl)cc3)n2)CC1
  A = 2	B = 2	C = 2	D = 12	E = 3	F = 13	G = 7	H = -3	I = 1

> CC(/C=N/NC(=O)c1nnn(-c2nonc2N)c1C(C)C)=C\c1ccco1
  A = 3	B = -7	C = -1	D = 2	E = -5	F = -8	G = 17	H = -4	I = 9

> O=[N+]([O-])c1ccc(O)c(P(=O)(c2ccccc2)c2ccccc2)c1
  A = 3	B = 3	C = -17	D = 12	E = 4	F = -3	G = 22	H = -1	I = 8

> CCCCN1C2=C(C(=O)CC(C)(C)C2)C(c2ccccc2)C2=C1c1ccccc1C2=O (stereo unspecified)
  A = 4	B = -5	C = -6	D = 3	E = 6	F = -3	G = 20	H = -4	I = 3

> O=C(NC1CCCCCC1)c1nc2ncccn2n1
  A = 6	B = 0	C = 0	D = -2	E = 8	F = 4	G = 3	H = -3	I = 4

> COc1ccc(C(=O)c2cc(C(C)=O)c(Nc3ccccc3)s2)cc1
  A = -1	B = -7	C = -5	D = 3	E = 0	F = -13	G = 24	H = -9	I = -8

> Fc1cccc2sc(Nc3nnc(-c4ccco4)o3)nc12
  A = 3	B = 2	C = -40	D = -11	E = 7	F = 11	G = 10	H = -5	I = 2

> Cc1ccc(C)c2[nH]c(=O)c(C(c3nnnn3Cc3ccco3)N3CCc4ccccc4C3)cc12 (stereo unspecified)
  A = 0	B = -7	C = 7	D = 0	E = 3	F = -1	G = 22	H = -11	I = -7

> O=C(C1=C[C@@H](C2CC2)C[C@@H](OCc2ccc(CO)cc2)O1)N1CCN(Cc2ccc3c(c2)OCO3)CC1
  A = 4	B = -2	C = 1	D = 6	E = 9	F = -3	G = 23	H = 6	I = 1

> Cc1c(C(=O)Nc2ccc(-c3nnc4n3CCCCC4)cc2)oc2c1ccc1ccccc12
  A = -35	B = -31	C = -22	D = 13	E = -5	F = -3	G = 10	H = -5	I = -24

> Cc1ccc(C2(C)NC(=O)N(CC(=O)NCc3cccs3)C2=O)cc1 (stereo unspecified)
  A = -2	B = -2	C = 6	D = 6	E = 13	F = 0	G = -2	H = 0	I = -3

> COc1ccc(S(=O)Cc2ccc(C(=O)N3CCN(c4cccc(C)c4C)CC3)o2)cc1 (stereo unspecified)
  A = -3	B = -4	C = 0	D = -2	E = 10	F = -6	G = 6	H = -1	I = 15

> O=C(CNC(=O)c1ccccc1F)c1ccc(Br)cc1
  A = -4	B = 0	C = -2	D = 5	E = 8	F = 11	G = 4	H = -7	I = -2

> Cc1ccc(/C=C2/C(=N)N3N=C(CC(=O)N4CCCC4)SC3=NC2=O)cc1
  A = 4	B = -5	C = 1	D = -9	E = 2	F = -4	G = 0	H = 1	I = 8

> Cc1ccc(C2=NC3(CCCCC3)NC2=S)cc1
  A = 3	B = -9	C = 1	D = 10	E = 3	F = 19	G = 5	H = 1	I = 3

> CCCC(=O)N(c1ccc2oc(=O)sc2c1)S(=O)(=O)c1cccs1
  A = -5	B = -2	C = 15	D = -5	E = 14	F = -14	G = 2	H = 16*	I = 35*

> CN(CC(=O)Nc1ccc(Cl)cc1)C(=O)c1cccc(S(=O)(=O)NCc2ccccc2)c1
  A = 4	B = 1	C = 7	D = -11	E = 4	F = -12	G = 7	H = 0	I = -2
